HCMV antiviral – inhibitors of human cytomegalovirus. HFF cells, HCMV-luciferase reporter, 72 h; hits give low values. activity change, negative = inhibition, % at 57.5 µM. actives 4.5% (n = 410,000). AID 1259415; in the data active means activity change below about -60%; inconclusive means no clear call, values can overlap the other calls; inactive means above about -39%
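Two compound doses tested in HFFs infected with HCMV-luciferase, MOI 1 PFU/cell, 72 h at 37C. Lysate luminescence read with OneGlo; data normalized against buffer-only and 10uM Salinomycin inhibitor controls.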
AmpC detergent – AmpC beta-lactamase inhibition with detergent present. actives 0.041% (n = 370,000). Potency, µM (highest dose often 114 µM), inactives show top-dose activity change, negative = inhibition, actives largely listed as inhibitors. P00811. AmpC hydrolysis of nitrocefin, absorbance 480 nm, 0.01% Triton;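 further: potency means the concentration at half of the fitted maximal effect; 0% = no-compound wells and -100% = no-enzyme wells; nearly all actives have a fitted effect of over 25% in size; some results filed as inactive show a strong effect at the top dose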
Target sequence (P00811 whole entry, looked up): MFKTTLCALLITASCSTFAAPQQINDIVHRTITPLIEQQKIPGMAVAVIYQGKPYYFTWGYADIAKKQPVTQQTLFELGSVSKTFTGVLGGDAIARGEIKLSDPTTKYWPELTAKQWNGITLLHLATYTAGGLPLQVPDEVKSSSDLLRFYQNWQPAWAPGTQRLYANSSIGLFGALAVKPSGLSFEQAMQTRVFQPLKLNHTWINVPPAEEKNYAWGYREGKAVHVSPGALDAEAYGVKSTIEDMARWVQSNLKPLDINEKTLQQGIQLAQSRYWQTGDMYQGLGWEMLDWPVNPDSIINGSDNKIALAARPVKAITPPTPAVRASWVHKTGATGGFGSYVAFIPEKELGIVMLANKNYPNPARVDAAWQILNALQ
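20 mM phosphate pH 7.0 + 0.01% (detergent screen) or 0.0001% Triton X-100; 5.3 nM AmpC reagent; cpd preinc 15 min RT; nitrocefin (800 uM stock) to start; A480 q20 s × 4 min; Activity was normalised to no-enzyme and no-compound control wells.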
AMA1 RON2 block – disrupts binding of P. falciparum AMA1 to RON2; AlphaScreen AMA1-biotinylated RON2 peptide binding; Potency, µM (titrated, usually from 58.2 µM), for the others: at the highest dose activity change, negative = inhibition, usual class: inhibitors; actives 0.2% (n = 360,000); AID 720542;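 further: potency means the concentration at half of the fitted maximal effect; 0% = vehicle wells and -100% = peptide control; nearly all actives have a fitted effect of over 45% in size; some results filed as inactive show a strong effect at the top dose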
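AMA1 (3D7) with his tag at 25 nM final met compounds first, then biotinylated RON2 peptide at 25 nM; detection used donor plus acceptor beads, 10 µg/mL apiece, read by AlphaScreen after 30 min at room temperature.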
Sm TGR block – S. mansoni TGR enzyme inhibition. Q962Y6. purified TGR, DTNB reduction, TNB absorbance 405 nm. Potency, µM (highest dose often 114 µM), without a hit: at the top dose activity change, negative = inhibition, actives largely listed as inhibitors. actives 3% (n = 360,000); further: potency means the concentration at half of the fitted maximal effect; nearly all actives have a fitted effect of over 60% in size
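TGR 20 nM + NADPH 100 uM (dispensed conc.), cpd preinc 15 min RT; start with NADPH (500 uM addition) then DTNB (15 mM addition). Kinetic TNB absorbance, 405 nm filter. Four-parameter Hill fit across titration.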
AmpC no deterg – inhibitors of E. coli AmpC beta-lactamase without detergent; P00811; AmpC nitrocefin hydrolysis, absorbance 480 nm, 0.0001% Triton; Potency, µM (top dose mostly 57.1 µM), without a hit: top-dose activity change, negative = inhibition, actives largely listed as inhibitors; actives 0.52% (n = 330,000); AID 485341;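 further: potency means the concentration at half of the fitted maximal effect; plate controls were no compound for no effect and no enzyme for full effect; nearly all actives have a fitted effect of over 20% in size; some results filed as inactive show a strong effect at the top dose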
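AmpC (5.3 nM in the dispensed reagent) in 20 mM phosphate pH 7.0 with 0.01% (detergent screen) or 0.0001% Triton X-100 was preincubated with compounds for 15 min at room temperature. Nitrocefin was then added from an 800 uM solution, and hydrolysis was followed at 480 nm.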
FBPA Giardia inh – blocks Giardia fructose-bisphosphate aldolase activity. A8B2U2. purified Giardia FBPA. Potency, µM (titrated, usually from 59.6 µM), inactives show top-dose activity, negative = inhibition, usual class: inhibitors. actives 0.71% (n = 290,000); further: potency means the concentration at half of the fitted maximal effect; nearly all actives have a fitted effect of over 55% in size
Target sequence (A8B2U2 whole entry, looked up): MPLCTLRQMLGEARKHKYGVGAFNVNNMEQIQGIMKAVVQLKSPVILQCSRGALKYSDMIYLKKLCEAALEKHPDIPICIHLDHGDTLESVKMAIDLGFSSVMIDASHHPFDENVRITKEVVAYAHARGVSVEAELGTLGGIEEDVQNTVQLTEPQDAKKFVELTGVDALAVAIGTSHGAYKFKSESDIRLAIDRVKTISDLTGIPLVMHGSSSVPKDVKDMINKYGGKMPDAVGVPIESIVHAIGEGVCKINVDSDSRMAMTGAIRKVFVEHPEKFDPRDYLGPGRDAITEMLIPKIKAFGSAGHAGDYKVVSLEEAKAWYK
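Giardia FBPA (40 nM reagent) was preincubated 10 min at RT with compound (up to 57.5 uM final), then substrate plus GAPDH/TPI/NAD/arsenate coupling system with diaphorase/resazurin was added; resorufin fluorescence (525/598 nm) was read after 20 min.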
* = called active by the depositor; ? = inconclusive; · = not tested or not shown; & = joins results of further samples; [ ] = another dose, or the depositor's remark. Unless noted, the call rests on the fitted dose curve; in most records, active means well fitted curve in the direction sought with a large enough effect; inconclusive means small, poorly fitted or top-dose-only effect, or another doubt; inactive means no such curve, though single readings can be large; an effect the other way counts as inactive or inconclusive. Unless noted, on the % scale 0 is the no-effect control and ±100 the full control effect. This is a random part of the collection (roughly 7.8% active in at least one column).

SMILES | HCMV antiviral | AmpC detergent | AMA1 RON2 block | Sm TGR block | AmpC no deterg | FBPA Giardia inh
O=C(c1cc2nc(-c3ccccc3)cc(-c3ccccc3)n2n1)N1CCCC1 | 1 | -1% | -5% | -2% | 4% | -2%
O=C(CN1C(=O)C2C3C=CC(C3)C2C1=O)NCc1ccccc1 (centres undefined) | 9 | -8% | 0% | 12% | -13% | -3%
CCCNC(=O)c1cccc(C(F)(F)F)c1 | -21 | -3% | 8% | 9% | -7% | 1%
Cc1cccc(C(=O)NNc2ncnc3c2cnn3-c2ccc(C)c(Cl)c2)c1 | -36 | 0% | · | 7% | · | ·
CCC1CCCCN1CCCNC(=O)Cn1ncn2nc(-c3ccc(OC)cc3)cc2c1=O (centres undefined) | 0 | -13% | 10% | -6% | 11% | ·
COc1cccc(NC(=O)CN2CCc3ccccc3C2)c1 | 58 | 0% | 9% | -19% | -8% | 4%
O=C(CN(c1ccc(F)cc1)S(=O)(=O)c1ccccc1)Nc1ccccc1C(=O)O | -19 | -4% | 15% | 0% | -4% | -28%
O=C(NC(=S)NC1CCS(=O)(=O)C1)c1ccccc1Br (centres undefined) | 16 | 7% | -2% | -3% | -9% | ·
CCN1C(=O)C(=O)N(CC(=O)N2CCN(c3ccccc3)CC2)C1=O | -21 | -13% | -9% | 1% | -16% | ·
CON(C)c1nc(Oc2ccc(=O)[nH]n2)nc(N(C)C)n1 | 39 | -12% | -19% | 8% | -22% | -14%
C=CCNc1nc(NCc2ccco2)nc(OCC)n1 | -22 | -8% | 2% | -22% | -25% | -4%
Fc1cccc(Cn2cc(C(=S)N3CCOCC3)c3ccccc32)c1 | 6 | -5% | -7% | · | -9% | -17%
COc1ccc(N(CC(=O)N/N=C/c2ccccc2F)S(=O)(=O)c2ccccc2)cc1 | -77* | -5% | 0% | -1% | -43% | -1%
Cc1cnn(-c2nc(-c3cccs3)cc(C(F)(F)F)n2)c1 | -25 | 1% | -6% | -9% | 84%[activator] | -1%
COc1ccc(-n2c(SCC(=O)N3CCC(C(=O)O)CC3)nc3ccccc3c2=O)cc1OC | -23 | -3% | 19% | -1% | -7% | -7%
CC1CN(C(=O)c2ccc3c(c2)OCO3)CC(C)O1 (centres undefined) | 37 | -6% | 0% | 0% | -11% | 5%
CCN(CC(=O)NCc1cccs1)C(=O)c1cccc(S(=O)(=O)Nc2cccc(C)c2)c1 | -10 | -2% | 1% | 3% | -20% | ·
Cc1ccc(NC(=O)CN2C(=O)CSc3ccc(S(=O)(=O)N4CCCC4)cc32)c(C)c1 | 8 | -1% | · | 1% | · | ·
O=C(NCc1ccccc1)c1nc[nH]c1C(=O)NCc1ccccc1 | -15 | 2% | 31%[activator] | 11% | 108%[activator] | 6%
CCC1Sc2ccc(S(=O)(=O)Nc3ccc(OC)cc3)cc2NC1=O (centres undefined) | -11 | -2% | -1% | -11% | -43% | ·
COc1ccc(C2=Nc3ccc(OC(F)(F)F)cc3NC(c3cccnc3)=N2)cc1 | -11 | -4% | · | 2% | · | ·
Fc1ccccc1N1CCN(C2CCCN(Cc3cccc(C(F)(F)F)c3)C2)CC1 (centres undefined) | -18 | -15% | -14% | -29% | 80%[activator] | 13%
COc1ccccc1NC(=O)Cn1nnc2sc3c(c2c1=O)CC(C)(C)OC3 | -23 | -6% | -9% | -5% | 6% | -5%
N#C/C(=C\c1ccc(-c2cccc([N+](=O)[O-])c2)o1)C(=O)NCCN1CCOCC1 | -68* | -7% | 0% | -12% | 184%[activator] | 0%
O=c1oc(-c2cccc(Cl)c2)nc2c1cnn2-c1ccccc1 | -17 | -4% | 7% | 1% | -15% | 9%
CCOC(=O)CN(C)Cc1c[nH]c2ccccc12 | · | ? | · | 35µM* | -33% | -4%
O=C(CC1(O)C(=O)N(Cc2ccccc2)c2ccccc21)c1ccc2c(c1)OCO2 (centres undefined) | -11 | -5% | -7% | -28% | 1% | -2%
Fc1ccc(-n2c(CN3CCCCC3)n[nH]c2=S)cc1 | 10 | 2% | 27% | ? | -28% | -14%
Cc1nc(N)c(Br)c(C)c1Br | 9 | ? | -4% | 9% | -15% | -6%
COc1cccc(/C=C2\SC(=S)N(CCCC(=O)NC3=NCCS3)C2=O)c1 | -29 | -5% | -6% | 0% | -49% | 7%
O=S(=O)(NCc1ccc(F)cc1)c1ccc(Br)cc1Br | ? | -8% | -2% | 2% | -23% | ·
CCOc1ccccc1N(C(=O)CNC(=O)c1ccco1)C(C(=O)NC1CCCC1)c1cccnc1 (centres undefined) | -8 | ? | 15% | 0% | 17% | 9%
NCC(=O)c1ccccc1 | 9 | · | 13% | · | · | -4%
Cc1cc2ncn(C(=O)N3CCCCC3)c2cc1C | 15 | ? | ? | -1% | -5% | -1%
CCCCNC(=O)NNC(=O)COc1cc(C)cc(C)c1 | -20 | 3% | 56%[activator] | -1% | -19% | 4%
CCN1C(=O)/C(=C2\SC(=S)N(CC3CCCO3)C2=O)c2ccccc21 (centres undefined) | · | -1% | · | -10% | -12% | 1%
O=C(Nc1ccc(S(=O)(=O)Nc2ccccc2)cc1)C1COc2ccccc2O1 (centres undefined) | ? | 2% | -10% | 7% | -1% | -1%
c1ccc(-n2nnnc2NC2CCCCC2)cc1 | ? | 3% | 36%[activator] | 1% | -30% | -3%
Cc1cccc([C@@H]2[C@@H]3C(=O)N(Cc4ccccc4)C(=O)[C@@H]3[C@]3(Cc4ccc(Cl)cc4)C(=O)N(c4ccccc4)C(=O)N23)c1 | 6 | -10% | 9% | 3% | -33% | -1%
CC(C)(CSc1ccccn1)NS(=O)(=O)c1ccc(Cl)cc1 | 7 | 1% | 4% | -3% | -8% | 1%
COc1ccc(CN(CC(=O)NCc2ccc3c(c2)OCO3)C(=O)c2csnn2)cc1 | 28 | -1% | 1% | -14% | -17% | 3%
CCc1cc2c(=O)[nH]cnc2s1 | 33 | -12% | -7% | -16% | -3% | 6%
Cc1ccc(CNC(=O)C2CC=CCC2C(=O)O)cc1 (centres undefined) | 21 | -4% | -9% | -5% | 16% | 14%
COc1cccc(NC(=O)COC(=O)COc2ccccc2[N+](=O)[O-])c1 | 40 | -10% | 6% | -3% | -25% | -4%
Cc1c(Nc2nc(C(F)(F)F)nc3ccccc23)c(=O)n(-c2ccccc2)n1C | -15 | 4% | -7% | · | 2% | 3%
COc1ccc(C)cc1-n1c(-c2ccncc2)n[nH]c1=S | 22 | -3% | 0% | -2% | -15% | -24%
CSc1nc(N(C)C)c2ccccc2n1 | -38 | 1% | 3% | · | -19% | -5%
Cc1cc(C)nc(SCC(=O)c2ccc(F)c(C)c2)n1 | 1 | ? | 10% | 9% | 1% | -12%
CCc1cc(/C(Cc2ccccn2)=N\Nc2ccccc2)c(O)cc1O | 0 | -2% | 87%[activator] | ? | 25µM* | -28%
CCOC(=O)c1c(C)[nH]c(=S)c(C#N)c1-c1ccccc1 | -9 | -17% | 67%[activator] | 1% | -36% | ?

Next section:
SMILES | HCMV antiviral | AmpC detergent | AMA1 RON2 block | Sm TGR block | AmpC no deterg | FBPA Giardia inh
Cc1ccc(Cl)c(OCC(=O)N(C)CC(=O)Nc2ccc(N3CCOCC3)cc2)c1 | 7 | -11% | -10% | -8% | -17% | ·
CCCc1nc(SCC(=O)N2CCc3ccccc32)c2c(C)c(C)sc2n1 | · | -2% | · | 6% | -19% | 3%
CS(=O)(=O)N1CCC(C(=O)N2CCN(c3ccccc3)CC2)CC1 | -12 | -12% | -21% | -1% | -11% | -1%
Cc1cc2cc(C#N)c(N3CCN(S(C)(=O)=O)CC3)nc2cc1C | -12 | -11% | 15% | -20% | -36% | -17%
S=c1[nH]nc(-c2cccc(Cl)c2)n1CCN1CCCCC1 | -39 | -4% | 28% | -12% | -35% | 4%
COc1ccccc1-c1cc(C(=O)N/N=C/c2sccc2C)c2ccccc2n1 | ? | 0% | -2% | 10% | 22% | -3%
COc1ccc(N(CC(=O)NC(C)c2ccccc2)S(=O)(=O)c2c(C)nn(C)c2C)cc1 (centres undefined) | 1 | 2% | · | 2% | · | ·
Cc1c(NC(=O)CSc2ccc(Cl)cc2)cccc1-c1nc2ncccc2o1 | ? | -2% | 0% | 7% | 17% | 1%
COc1ccc(C)cc1NS(=O)(=O)c1cc(Br)cc2c1N(C(C)=O)C(C)C2 (centres undefined) | ? | ? | · | 8% | · | ·
CCCCn1c(N)c(N(CC(C)C)C(=O)CC2CCCCC2)c(=O)[nH]c1=O | -21 | 0% | -4% | -4% | -4% | ·

Compound profiles (already shown):
Entry for Cc1ccc(Cl)c(OCC(=O)N(C)CC(=O)Nc2ccc(N3CCOCC3)cc2)c1 = HCMV antiviral = 7; AmpC detergent = -11%; AMA1 RON2 block = -10%; Sm TGR block = -8%; AmpC no deterg = -17%; FBPA Giardia inh = ·
Entry for CCN1C(=O)/C(=C2\SC(=S)N(CC3CCCO3)C2=O)c2ccccc21 (centres undefined) = HCMV antiviral = ·; AmpC detergent = -1%; AMA1 RON2 block = ·; Sm TGR block = -10%; AmpC no deterg = -12%; FBPA Giardia inh = 1%
Entry for Fc1ccc(-n2c(CN3CCCCC3)n[nH]c2=S)cc1 = HCMV antiviral = 10; AmpC detergent = 2%; AMA1 RON2 block = 27%; Sm TGR block = ?; AmpC no deterg = -28%; FBPA Giardia inh = -14%

New compounds follow:
SMILES | HCMV antiviral | AmpC detergent | AMA1 RON2 block | Sm TGR block | AmpC no deterg | FBPA Giardia inh
CCCCC(=O)OCC(=O)c1[nH]c(C)c(C(=O)OCC)c1C | -33 | 0% | -2% | -12% | 18% | 4%
Cc1nc2c(o1)CCc1ccccc1C2N1CCN(C)CC1 (centres undefined) | -8&9&4 | -12%&3% | -20%&-3%&-12% | ? | 1%&5% | 6%&-3%
NNC(=O)COc1ccc2oc3c(c2c1)CCCC3 | 23 | -8% | 11% | -13% | 8% | 4%
CCc1ccc(CNC(=O)C2CCCN(S(=O)(=O)c3ccc4c(ccn4C)c3)C2)cc1 (centres undefined) | -11 | -9% | · | 0% | · | ·
CCC(C)C1N=C(c2ccccc2)c2cc(Cl)ccc2N(CC(=O)NCc2ccco2)C1=O (centres undefined) | -12 | ? | 6% | -13% | -20% | -2%
N#C/C(=N\Nc1cccc(C(F)(F)F)c1)C(=O)c1csc(-c2cccnc2)n1 | ? | 5% | -4% | -18% | 0% | -1%
Cc1nn(Cc2ccccc2)c(C)c1C(=O)OCC(=O)c1cc(C)n(CC(F)(F)F)c1C | -11 | ? | -9% | 5% | 29% | -3%
c1ccc(-n2cnnc2SCc2cn3ccsc3n2)cc1 | -11 | -15% | -6% | 8% | -18% | -26%
COC(=O)c1ccc(CNC(=O)COC(=O)/C=C/c2ccc(OC)c(OC)c2)cc1 | 27 | · | 5% | · | -5% | ·
COCCCn1cc(C(=O)c2cc(OC)ccc2OCC(=O)Nc2cc(C)on2)cc(C#N)c1=O | 15 | 0% | 3% | 0% | -8% | -3%
Cc1cc(/C=C(/C#N)c2nc3ccccc3[nH]2)c(C)n1-c1ccccc1C(=O)O | -34 | 3% | -16% | ? | -20% | -24%

Screening results as filed in PubChem.
